High-throughput results (PubChem)
MBNL1-CUG inh: blocks human MBNL1 binding to CUG repeat RNA; Q9NR56; TR-FRET MBNL1-His/biotin-(CUG)12 binding, 665/545 ratio; Potency, µM (titrated, usually from 57.5 µM), for the others: at the top dose activity change, negative = inhibition, hits mostly inhibitors; 0.036% of 280,000 active; AID 2675; active = well fitted inhibition curve with a large enough effect in the signal ratio, with a control signal flat, not every such curve was filed as active; inconclusive = small, poorly fitted or top-dose-only effect, or effect the other way, or a change in a side signal; inactive = no such curve, though single readings can be large or run the other way; the % refers to the signal ratio; note: potency is the fitted concentration of half-maximal effect; % is set by controls: 0 for no effect and ±100 for the full control effect
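MBNL1-His + Biotin-(CUG)12, cpd titration 92 nM–58 uM; Tb anti-His Ab 0.055 ng/ul, SA-XL665 5 nM (final); 60 min RT; ratiometric 665/545 nm, Ex 340 nm; normalized to buffer and full-complex controls.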
ASM inhibitor: blocks human secretory acid sphingomyelinase. placental ASM, HMU-PC fluorogenic substrate, 60 min. Potency, µM (top dose mostly 57.5 µM), for the others: at the top dose activity change, negative = inhibition, actives largely listed as inhibitors. 0.006% of 340,000 active. AID 504937; note: potency is the fitted concentration of half-maximal effect
Target sequence (P17405 47-631 limits assumed): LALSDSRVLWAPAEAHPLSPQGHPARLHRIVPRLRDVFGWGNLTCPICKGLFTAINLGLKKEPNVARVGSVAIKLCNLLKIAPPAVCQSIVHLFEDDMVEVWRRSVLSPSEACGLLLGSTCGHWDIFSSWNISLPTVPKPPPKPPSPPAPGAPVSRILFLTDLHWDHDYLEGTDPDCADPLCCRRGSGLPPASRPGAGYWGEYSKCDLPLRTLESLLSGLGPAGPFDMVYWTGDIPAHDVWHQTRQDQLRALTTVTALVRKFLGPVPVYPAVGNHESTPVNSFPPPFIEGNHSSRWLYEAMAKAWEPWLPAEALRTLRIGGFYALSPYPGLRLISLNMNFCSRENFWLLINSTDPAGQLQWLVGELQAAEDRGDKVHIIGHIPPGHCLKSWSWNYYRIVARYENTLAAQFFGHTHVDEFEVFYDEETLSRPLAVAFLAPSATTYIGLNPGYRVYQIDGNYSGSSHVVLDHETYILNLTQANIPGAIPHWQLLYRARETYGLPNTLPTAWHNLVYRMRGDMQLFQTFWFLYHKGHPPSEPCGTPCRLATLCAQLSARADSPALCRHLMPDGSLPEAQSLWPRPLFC
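Steps: dispense placental human ASM, pin compound, wait 10 min at room temperature, add HMU-PC0 substrate at 9 uM final, incubate 60 min at 37 °C, add stop solution raising pH to 10, read fluorescence.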
Mito fusion yeast: mitochondrial division inhibition or fusion activation; 0.23% of 320,000 active; S. cerevisiae fusion-defective mutant growth rescue, CellTiterGlo 48 h; Potency, µM (series often up to 46.1 µM), inactives show top-dose growth rescue (activation), hits mostly activators;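 note: potency is the fitted concentration of half-maximal effect; % of control where 0% means no effect; nearly all actives have a fitted effect of over 45% in size; temperature-sensitive fusion mutants such as fzo1-1 at 37 °C on non-fermentable ethanol glycerol medium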
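Compounds are tested for their ability to restore growth of mitochondrial fusion-defective yeast strains at non-permissive 37C in YPEG medium over 48 hours. Viability is quantified by luciferase luminescence.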
PKM2 activator: increases activity of human pyruvate kinase M2 | purified PKM2, Kinase-Glo ATP luminescence, activation; response scale: 0% is enzyme alone, no compound | AID 1631 | P14618 | Potency, µM (series often up to 57.5 µM), inactives show at the top dose activation, hits mostly activators | 0.34% of 260,000 active; note: potency is the fitted concentration of half-maximal effect; % is set by controls: 0 for no effect and ±100 for the full control effect; nearly all actives have a fitted effect of over 55% in size
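hPK-M2, >95% pure; 0.1 mM ADP / 0.5 mM PEP final; imidazole pH7.2 buffer w/ 7 mM MgCl2, 50 mM KCl; 1 h RT; Kinase-Glo lum. Intermediate enzyme activity for dual inhibitor/activator qHTS.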
USP2a block: inhibitors of human ubiquitin-specific protease USP2a; O75604; USP2 core, Ub-CHOP2 coupled fluorogenic reporter, 485/531; Potency, µM (highest dose often 38.3 µM), for the others: at the highest dose activity change, negative = inhibition, usual class: inhibitors; 0.01% of 330,000 active;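 note: potency is the fitted concentration of half-maximal effect; plate controls were DMSO wells for no effect and full inhibition by NEM control for full effect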
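Cell-free coupled assay: 10nM USP2 core preincubated 30min RT with compound in Tris-HCl pH 8.0/CaCl2/CHAPS buffer, then 25nM Ub-CHOP2 and 25nM reporter substrate; fluorescence (Ex 485/Em 531) read after 60min RT, normalized to NEM inhibition, concentration-response curves fitted.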
Menin-MLL TR inh: displaces Texas Red mutant MLL peptide from human menin; Menin + Texas Red MLL mutant peptide, fluorescence polarization; 0.23% of 270,000 active; O00255; AID 1768; Potency, µM (top dose mostly 61.6 µM), for inactives: at the highest dose FP activity change, negative = inhibition, most hits filed as inhibitors; active = well fitted inhibition curve with a large enough effect in the polarisation, with a control signal flat, not every such curve was filed as active; inconclusive = small, poorly fitted or top-dose-only effect, or effect the other way, or a change in a side signal; inactive = no such curve, though single readings can be large or run the other way; the % refers to the polarisation; note: potency is the fitted concentration of half-maximal effect; % of control where 0% means no effect; many of its hits are not listed in these tables
Chronic BCR inh: chronic active BCR signaling inhibition; ABC-DLBCL IkBa-CBG/CBR reporter, luminescence ratio, 4 h; Potency, µM (highest dose often 46.1 µM), without a hit: at the top dose ratio change, negative = lower green/red ratio, actives largely listed as inhibitors; 0.05% of 340,000 active; AID 493014; active = well fitted inhibition curve with a large enough effect in the signal ratio, with a control signal flat, not every such curve was filed as active; inconclusive = small, poorly fitted or top-dose-only effect, or effect the other way, or a change in a side signal; the % refers to the signal ratio;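 note: potency is the fitted concentration of half-maximal effect; plate controls were basal doxycycline-induced cells for no effect and cells given 10 µM MG132 for full effect; MG132 reads +100%, hits lower the ratio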
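TMD8 ABC-DLBCL cells carrying doxycycline-inducible green luciferase fused to IkappaBalpha plus unfused red luciferase were exposed to compounds (up to 46 uM) for 4 hrs at 37C. Activity came from the overlap-corrected green/red luminescence ratio.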
KCNH2 WT inh: inhibitors of human wildtype KCNH2 potassium channel | Q12809 | U2OS, BacMam KCNH2, thallium flux FluxOr; stronger effect = lower value | activity change, % at 1.84 µM | 0.37% of 340,000 active | AID 720551;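 active = maximum activity change below -70%; inconclusive = maximum activity change between -70% and -50%; inactive = maximum activity change above -50%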; note: % is set by controls: 0 for no effect and ±100 for the full control effect
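U2OS cells transduced with wild-type KCNH2 virus are loaded with FluxOr dye for 45 min, and thallium flux is measured in kinetic reads before and after stimulation buffer. Rate constants are normalized to DMSO controls.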
GALK inhibitor: inhibitors of human galactokinase. P51570. Purified GALK, Kinase-Glo residual ATP luminescence. Potency, µM (top dose mostly 57.5 µM), inactives show at the top dose activity change, negative = inhibition, most hits filed as inhibitors. 0.007% of 270,000 active; note: potency is the fitted concentration of half-maximal effect; % is set by controls: 0 for no effect and ±100 for the full control effect
Target sequence (P51570 whole entry, looked up): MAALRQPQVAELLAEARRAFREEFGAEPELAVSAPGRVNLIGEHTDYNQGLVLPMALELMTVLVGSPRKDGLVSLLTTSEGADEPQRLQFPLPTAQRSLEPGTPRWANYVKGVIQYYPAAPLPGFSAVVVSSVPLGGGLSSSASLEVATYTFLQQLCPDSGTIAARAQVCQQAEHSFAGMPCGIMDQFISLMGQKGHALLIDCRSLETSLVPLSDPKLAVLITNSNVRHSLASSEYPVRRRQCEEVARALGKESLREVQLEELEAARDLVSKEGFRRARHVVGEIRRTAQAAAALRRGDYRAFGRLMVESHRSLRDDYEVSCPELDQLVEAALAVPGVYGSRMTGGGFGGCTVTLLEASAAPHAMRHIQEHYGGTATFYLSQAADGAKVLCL
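Galactose (100 uM) and ATP (35 uM) were turned over by 5 nM GALK for 1 h at RT. Kinase-Glo Plus then converted the remaining ATP into a luminescent signal.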
Eya2 phos inh: blocks the phosphatase activity of human Eya2; O00167; Potency, µM (top dose mostly 76.9 µM), for the others: top-dose activity, negative = inhibition, actives largely listed as inhibitors; AID 488837; 0.006% of 330,000 active; recombinant Eya2, OMFP fluorescence dephosphorylation (OMFP is methylfluorescein phosphate); note: potency is the fitted concentration of half-maximal effect; % is set by controls: 0 for no effect and ±100 for the full control effect
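Eya2 protein (added as 0.2 uM solution) was preincubated with compound for 10 min at ambient temperature in 50 mM HEPES pH 7.5, 50 mM NaCl, 5 uM MgCl2, 0.05% BSA, 1 mM DTT. OMFP (added at 50 uM) then reacted 10 min; fluorescence read at 485/525 nm.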
TSHR antag: blocks TSH signaling through the human TSH receptor; TSHR-expressing cells, TSH-stimulated cAMP HTRF, 2 h; stronger effect = lower value; AID 504810; activity change, negative = inhibition, % at 11.5 µM; P16473; 0.2% of 330,000 active;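 active = activity change below a set negative limit, meaning inhibition stronger than a set level, cut at about -70% in these data; inconclusive = activity change between two set negative limits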; note: % is set by controls: 0 for no effect and ±100 for the full control effect
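TSHR-expressing cells were treated with compounds, then stimulated with TSH at EC80 (4nM final) for 2 hours at 37 deg C. Cellular cAMP was measured by HTRF competition between lysate cAMP and cAMP-d2 for a cryptate-labelled anti-cAMP antibody.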
An asterisk follows results filed as active; ? = inconclusive; nt = not tested or not shown; [ ] = remark or other dose. Unless noted, calls come from the whole dose curve; as a rule, active = well fitted curve in the direction sought with a large enough effect; inconclusive = small, poorly fitted or top-dose-only effect, or another doubt; inactive = no such curve, though single readings can be large; an effect the other way counts as inactive or inconclusive. Some of the compounds tested; rates above refer to the full screens.

smiles	ASM inhibitor	GALK inhibitor	MBNL1-CUG inh	TSHR antag	Mito fusion yeast	PKM2 activator	KCNH2 WT inh	USP2a block	Menin-MLL TR inh	Chronic BCR inh	Eya2 phos inh
O=[N+]([O-])c1ccc(Cl)c(S(=O)(=O)N2CCCCCC2)c1	-3.1%	1.1%	?	-12.6	-8.7%	-7.7%	9.5	0.7%	?	-4.0%	-1.4%
COc1ccc([C@H]2CC(=O)C=C(c3cccc(OC)c3)C2)cc1	-3.2%	nt	nt	5.1	23.5%	nt	-1.5	5.7%	nt	-1.0%	-17.6%
Cc1ccc(S(=O)(=O)N2CCOCC2)cc1NC(=O)COC(=O)CCOc1ccc(C(C)(C)C)cc1	-7.8%	nt	nt	1.1	2.5%	nt	4.3	-9.1%	nt	-2.0%	-27.1%
COc1ccc(N2C(=O)/C(=C/c3ccc([N+](=O)[O-])cc3)N=C2C)c(OC)c1	-4.5%	11.4%	?	-4.2	-4.8%	2.3%	-5.6	-1.6%	?	-4.3%	-1.2%
COc1ccc(S(=O)(=O)N2CCN(CC(=O)Nc3ccc(C)c(F)c3)CC2)cc1	-0.2%	0.7%	-1.1%	-1.7	-0.3%	-9.1%	20.4	2.1%	7.1%	0.5%	-3.3%
O=C(COC(=O)c1ccc(S(=O)(=O)N2CCOCC2)cc1)NC1CCCCCCC1	-0.9%	14.7%	-3.1%	-1.3	2.4%	-0.9%	18.4	3.8%	14.6%	0.7%	6.1%
Cc1c(C)n(C)c2ccc(C(=O)NCCCN3CCN(c4ccc(F)cc4)CC3)cc12	-1.7%	5.9%	1.8%	15.3	-15.7%	2.3%[0.46 µM]	32.7	-4.0%	-20.7%	8.5%	-8.8%
O=C(NCc1ccccc1)c1noc2c1CCCC2	2.8%	0.0%	3.9%	-3.6	4.0%	0.1%	8.9	0.6%	8.7%	5.6%	-3.7%
Cc1ccc(Cl)cc1NC(=S)NCCCSC1CCCCC1	-1.0%	-2.5%	-2.7%	-8.9	-6.1%	2.0%	1.0	2.5%	24.7%	-5.0%	-4.2%
CN(CCO)C(=O)C1CCN(c2ncc(C(F)(F)F)cc2Cl)CC1	-0.2%	-3.1%	-2.1%	5.3	0.0%	4.9%	-2.7	9.4%	-11.0%	1.8%	-8.2%
CC(=O)Nc1sc2c(c1C(c1ccc(F)cc1)N1CCOCC1)CCCC2 (stereo not drawn)	-2.4%	-0.2%	0.4%	7.5	10.7%	-0.8%	-6.3	1.7%	-21.0%	15.7%	-8.8%
Cc1ccc2c(c1)nnn2C1CCN(S(=O)(=O)c2ccc(C(=O)N3C(C)CCCC3C)cc2)CC1 (stereo not drawn)	-3.8%	-3.5%	-3.2%	-43.5	3.2%	-3.1%	2.3	-0.7%	-17.6%	?	-8.0%
COc1ccc(OCCNC(=O)CCCO)cc1	6.5%	nt	-12.7%	1.1	-0.1%	-10.6%	-3.1	1.5%	nt	-0.1%	-15.1%
Cc1nc2sccn2c1P(c1c(C)nc2sccn12)c1c(C)nc2sccn12	-2.3%	10.4%	-3.8%	-4.0	-0.6%	4.0%	3.6	0.4%	-7.0%	-0.5%	0.4%
CN(C(=O)c1ccccc1Cl)c1ccccc1	0.9%	-1.9%	-2.1%	2.0	-3.4%	-5.5%	-3.4	1.2%	-0.4%	2.3%	-4.1%
O=C1CN(C(=O)COC(=O)c2cc(S(=O)(=O)N3CCOCC3)ccc2Cl)c2ccccc2N1	4.2%	-2.2%	-1.4%	1.4	-2.3%	0.7%	3.1	1.2%	nt	-2.7%	-0.2%
O=C(Cc1ccc(Cl)cc1Cl)OCC(=O)c1ccc[nH]1	-2.3%	2.5%	-5.3%	-0.9	2.4%	3.8%	2.3	-0.2%	-2.8%	?	-26.4%
Cc1cccc(NC(=O)COc2cccc3c2CCN(C)C3=O)c1	7.0%	-1.1%	2.9%	-3.2	4.6%	7.9%	-1.8	-6.7%	-1.2%	-0.5%	-10.0%
O=C(CSc1nc2[nH]ncc2c(=O)[nH]1)Nc1cccc([N+](=O)[O-])c1	-1.0%	nt	nt	2.2	-4.8%	nt	-1.0	1.1%	nt	15.9%	21.6%
CCCCN(CC)CCCNC(=O)c1cn(C)c2ccc(S(=O)(=O)N(C)C3CCCCC3)cc2c1=O	-10.2%	0.3%	?	-2.6	1.5%	nt	7.5	1.4%	-15.8%	-1.4%	-3.5%
Cc1cc(C)nc(N2CCN(C(=O)c3ccc(S(=O)(=O)N4CCCCCC4)cc3)CC2)n1	-1.4%	14.4%	2.3%	6.1	-2.6%	18.1%	-8.0	0.8%	?	-1.5%	-6.0%
NC(=O)CC(NC(=O)Cc1ccc(Br)cc1)c1ccc(NC2CCCCCC2)c([N+](=O)[O-])c1 (stereo not drawn)	-12.3%	0.7%	0.7%	1.3	1.6%	-2.8%	-2.5	5.1%	nt	0.4%	0.1%
CCOc1ccc(S(=O)(=O)NCc2cccnc2)cc1C	-1.5%	-2.7%	-6.2%	7.4	-9.3%	1.2%	0.4	0.1%	-2.0%	-5.7%	0.4%
Cc1ccc(S(=O)(=O)N(C)CC(=O)O/N=C(\N)c2ccc([N+](=O)[O-])cc2)cc1	-5.1%	-0.2%	?	-14.0	1.2%	8.5%	39.0	-0.9%	?	9.7%	-23.1%
O=C(NNC(=O)c1cccnc1)NC1CCCCC1	9.9%	-2.8%	-3.5%	10.9	1.5%	0.0%	0.0	6.6%	6.4%	11.9%	0.5%
COc1ccc(S(=O)(=O)c2ccc(OC)c(OC)c2)cc1OC	-0.2%	-0.7%	-2.7%	-1.0	3.6%	4.9%	0.8	1.9%	2.4%	-9.5%	3.1%
O=c1cc(-c2ccccc2)[nH]c2ccc(F)cc12	1.4%	nt	-0.9%	-6.1	-5.3%	0.7%	-12.4	1.6%	-10.1%[94.6 µM]	?	0.7%
CCc1ccc(-c2nc3ccc(Br)cc3c(C(=O)O)c2C)s1	108.5%[activator]	-2.6%	438.4%[activator]	-7.3	18.3%	nt	-4.7	-0.1%	68.4%[activator]	6.0%	-3.3%

5 entries drawn at random from those above:
smiles	ASM inhibitor	GALK inhibitor	MBNL1-CUG inh	TSHR antag	Mito fusion yeast	PKM2 activator	KCNH2 WT inh	USP2a block	Menin-MLL TR inh	Chronic BCR inh	Eya2 phos inh
CN(CCO)C(=O)C1CCN(c2ncc(C(F)(F)F)cc2Cl)CC1	-0.2%	-3.1%	-2.1%	5.3	0.0%	4.9%	-2.7	9.4%	-11.0%	1.8%	-8.2%
Cc1c(C)n(C)c2ccc(C(=O)NCCCN3CCN(c4ccc(F)cc4)CC3)cc12	-1.7%	5.9%	1.8%	15.3	-15.7%	2.3%[0.46 µM]	32.7	-4.0%	-20.7%	8.5%	-8.8%
CCc1ccc(-c2nc3ccc(Br)cc3c(C(=O)O)c2C)s1	108.5%[activator]	-2.6%	438.4%[activator]	-7.3	18.3%	nt	-4.7	-0.1%	68.4%[activator]	6.0%	-3.3%
COc1ccc(N2C(=O)/C(=C/c3ccc([N+](=O)[O-])cc3)N=C2C)c(OC)c1	-4.5%	11.4%	?	-4.2	-4.8%	2.3%	-5.6	-1.6%	?	-4.3%	-1.2%
Cc1ccc(Cl)cc1NC(=S)NCCCSC1CCCCC1	-1.0%	-2.5%	-2.7%	-8.9	-6.1%	2.0%	1.0	2.5%	24.7%	-5.0%	-4.2%
